IEC-6 tox – counter-screen for KLF5 inhibitors: cytotoxicity in IEC-6 cells | 290,000 tested, 0.78% active | inhibition, % at 5 µM | IEC-6 cytotoxicity, luminescence viability | AID 1825; in the data active = inhibition above about 22%;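 note: 0% = plate median of test compound wells and 100% = cytotoxic reference compound wells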
GSK3 alpha inh – blocks human GSK-3 alpha kinase; ADP-Glo luminescence, 60 min; inhibition, % at 10 µM; 320,000 tested, 0.1% active;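 in the data active = inhibition above about 50%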;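 note: GST-tagged GSK-3 alpha with peptide substrate and 25 µM ATP; 0% = DMSO neutral wells and 100% = GW8510 positive control wells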
Target sequence (P49840 whole entry, looked up): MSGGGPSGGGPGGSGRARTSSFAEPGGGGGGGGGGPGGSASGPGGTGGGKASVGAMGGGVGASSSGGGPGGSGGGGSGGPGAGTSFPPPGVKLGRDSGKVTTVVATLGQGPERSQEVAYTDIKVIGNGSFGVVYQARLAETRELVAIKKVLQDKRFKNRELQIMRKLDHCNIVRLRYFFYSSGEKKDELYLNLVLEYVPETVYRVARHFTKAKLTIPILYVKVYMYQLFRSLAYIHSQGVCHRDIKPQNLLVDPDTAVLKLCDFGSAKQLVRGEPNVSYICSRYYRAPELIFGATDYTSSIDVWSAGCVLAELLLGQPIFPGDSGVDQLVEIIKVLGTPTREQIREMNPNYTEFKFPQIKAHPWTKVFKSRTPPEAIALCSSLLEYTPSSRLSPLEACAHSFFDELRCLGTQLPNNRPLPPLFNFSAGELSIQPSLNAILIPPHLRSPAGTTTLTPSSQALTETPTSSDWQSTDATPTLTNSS
KLF5 inh – suppresses KLF5 promoter-driven expression; DLD-1 KLF5 promoter-luciferase reporter, luminescence; 290,000 tested, 0.23% active; inhibition, % at 5 µM;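 active = inhibition above a per-plate limit of that plate's mean compound inhibition plus 3 SD, cut at about 60% in these data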;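 note: 0% = DMSO wells and 100% = LY294002 at 200 µM; higher means less KLF5 promoter-driven luciferase light; inactives centre near -14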
AI-2 QS mod – Vibrio harveyi AI-2 quorum sensing modulation; Vibrio harveyi JMH597 AI-2 luminescence/OD600 ratio, 9 h; hits give low values; strain lacks LuxN and CqsS sensors; 0 = neutral-control median; activity change, % at 7.5 µM; 300,000 tested, 0.4% active; in the data active = activity change below about -75%, passing the limit was not always enough; inconclusive = no clear call, values can overlap the other calls;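 note: luminescence divided by OD600 gain over 9 h not by final OD600 alone; inactives centre near 13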
HIF activator – HIF pathway transcriptional activation; U2OS HRE-luciferase reporter, luminescence; normalized: DMSO 0%, desferrioxamine 100%; activation, % at 7.5 µM (by protocol); 300,000 tested, 0.32% active;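 active = mean activation of at least 10% of the iron chelator positive control signal, with at least half of replicates also reaching 10%; inconclusive = mean and replicate majority disagree about reaching 10%; inactive = mean and most replicates under 10%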
aSyn UTR inh – 5' untranslated region of α-synuclein, MLPCN primary screen | alpha-synuclein 5'UTR reporter, inhibitor activity | inhibition, % (tested at 7.5 µM) | 300,000 tested, 0.82% active; in the data active = inhibition above about 60%; inconclusive = no clear call, values can overlap the other calls;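 note: H4 neuroglioblastoma cells stably carrying SNCA 5'UTR luciferase fusion; 0% = DMSO wells and 100% = positive control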
HSF1 inh – HSF1 inhibition; 300,000 tested, 0.77% active; NIH3T3-HGL HSE-luciferase, MG132-induced, luminescence 8 h; hits give low values; activity change, negative = inhibition, % at 7.5 µM (by protocol); AID 2098;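 active = more than half of replicate wells show activity change below -50%, luminescence cut by over half; inconclusive = some wells, but at most half, below -50%; inactive = no replicate well below -50%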;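 note: luciferase reports HSF-1 transcriptional activity via heat shock element; 0% = median of DMSO wells and -100% = zero luminescence signal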
GSK3B inh – human GSK3beta kinase inhibition; P49841; GST-GSK3beta kinase, ADP-Glo luminescence, 60 min; hits give low values; activity score (negative = inhibition), % at 10 µM; 300,000 tested, 0.038% active; AID 2097;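 active = more than half of replicate wells score below -50%, meaning over 50% inhibition versus plate controls; inconclusive = some replicates but at most half score below -50%; inactive = no replicate scores below -50%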;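 note: 0% = median DMSO wells and -100% = median GW8510 positive control wells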
Target sequence (P49841 whole entry, looked up): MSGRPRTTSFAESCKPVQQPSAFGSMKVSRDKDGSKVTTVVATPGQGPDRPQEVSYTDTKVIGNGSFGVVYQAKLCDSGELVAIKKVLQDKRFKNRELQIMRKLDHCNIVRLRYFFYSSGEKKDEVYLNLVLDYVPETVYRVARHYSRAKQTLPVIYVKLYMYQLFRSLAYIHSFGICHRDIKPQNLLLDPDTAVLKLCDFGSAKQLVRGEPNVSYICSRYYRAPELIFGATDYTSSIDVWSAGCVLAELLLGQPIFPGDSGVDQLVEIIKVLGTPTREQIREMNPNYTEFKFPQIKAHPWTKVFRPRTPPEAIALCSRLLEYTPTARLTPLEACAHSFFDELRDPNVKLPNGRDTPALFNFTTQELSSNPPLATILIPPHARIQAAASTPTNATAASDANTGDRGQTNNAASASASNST
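Assay system: GST-tagged human GSK3beta kinase, cell-free; Input: 1.6 ng GSK3beta; Medium: Tris/MgCl2 kinase buffer; Timing: 60 min enzyme reaction, room temperature; Signal: ADP-Glo luminescence quantifying ADP generated by kinase; Evaluation: score relative to plate controls; Benchmarks: DMSO neutral wells and GW8510 at 20 µM as positive.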
HSP90 inh – HSP90 refolding inhibition in rabbit reticulocyte lysate; 290,000 tested, 0.91% active; inhibition, % at 5.6 µM; luciferase refolding luminescence, 3 h;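 active = inhibition above the screen-wide mean plus 3 SD, computed separately per campaign, cut at about 16% in these data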;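 note: 0% = DMSO wells and 100% = 60 µM geldanamycin wells; inhibitors lower the luminescence because luciferase stays unfolded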
HSF-1 act – increases HSF-1 driven luciferase reporter signal | AID 504408 | activation, % at 9 µM | 300,000 tested, 1.7% active | NIH3T3-HGL HSF-1 luciferase reporter, MG132, 8 h; 100% = twice DMSO control signal;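 active = mean replicate activation of at least 50% with a set share of replicates each reaching 50%; inconclusive = only one of those two conditions met; inactive = mean below 50% and too few replicates reaching it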;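 note: 0% = median of the neutral control wells and 100% = twice that signal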
Active calls of the source: *; ? = inconclusive; . = not tested or not shown; & = joins results of further samples.

compound,IEC-6 tox,GSK3 alpha inh,KLF5 inh,AI-2 QS mod,HIF activator,aSyn UTR inh,HSF1 inh,GSK3B inh,HSP90 inh,HSF-1 act
Cc1ccc(S(=O)(=O)NCc2nc(-c3ccccc3)no2)cc1,2,-2,-4,27,0.1,11,2,2,0,13
FC(F)Sc1ccc(N=C2NN=C(c3ccc4c(c3)OCCO4)CS2)cc1,-2,3,-5,6,1.8,-127,-8,-2,7,-13
O=c1oc2c(CN3CCOCC3)c(O)ccc2c2ccccc12,-2,.,-51,14,1.0,-72,10,4,-2,4
C=CCOc1ccc(CN(C)CC(=O)N(CC(C)C)c2c(N)n(CC(C)C)c(=O)[nH]c2=O)cc1,2,-2,-18,9,-0.1,7,-12,2,-1,4
N#Cc1ccc[n+](CC(=O)c2ccc(NC(=O)c3ccccc3)cc2)c1,2,0,-9,19,1.0,-27,-9,0,4,-12
COc1ccc(C2=NS(=O)(=O)N(C)C(C(=O)NC(C)c3ccccc3)=C2)cc1 (stereo unspecified),-5,0,-23,48,-0.1,9,3,0,-2,7
CCCC(N)CCCCCC(=O)O (stereo unspecified),7,.,-13,6,-0.1,-6,-3,2,6,-3
Cc1cc(C)nc(NS(=O)(=O)c2ccc(NC(=O)Cc3ccccc3)cc2)n1,1,-3,-26,-2,0.0,4,-3,0,-3,-7
Oc1ccc(N=Nc2c(O)ccc3ccccc23)cc1,12,1,-49,-6,0.1,-98,33,0,7,17
CC1(C)CC[C@]2(C(=O)O)CC[C@]3(C)C(=CCC4[C@@]5(C)CC[C@H](O)C(C)(C)C5CC[C@]43C)C2C1 (stereo partly specified),-2,0,-3,33,-0.7,5,6,-2,2,9
Cc1cc(C)nc(SCC(=O)Nc2ccnc3ccccc23)n1,14,6,13,3,0.1,-24,1,-7,9,3
O=C(O)c1cccc(CN2C(=O)CSC2=O)c1,7,7,-4,6,-0.5,7,-3,6,12,2
CSc1ccc(C(=O)C2CCCN(C(=O)CCn3cncn3)C2)cc1 (stereo unspecified),2,0,-38,14,-0.1,-2,7,2,-2,29
Nc1nc(-c2cccnc2)nn1C(=O)c1ccco1,-3,.,-15,.,-0.2,25,-5,.,3,-14
CCC(c1nnnn1CCOC)N1CCN(Cc2ccccc2)CC1 (stereo unspecified),-8,-7,-15,50,-0.6,-2,3,2,-5,3
N=C(N)SCc1cn(-c2ccccc2)nc1-c1ccc(Br)cc1,5,.,-7,-7,-2.6,0,8,-3,5,12
O=C(CCn1c(=O)c2ccccc2n(Cc2cc(=O)n3ccccc3n2)c1=O)NCc1ccco1,-2,-4,-9,26,-0.2,8,-1,0,0,-5
CSc1c(CC(=O)Nc2ccccc2Cl)n(Cc2ccccc2)c2ccccc12,-1,3,-14,25,.,.,.,3,0,.
CC(C)C(C(=O)NC(C)(C)C)N1C(=O)c2ccccc2C1=O (stereo unspecified),-1,-2,2,7,0.0,4,-3,1,0,5
Cc1cccc(N2CCN(C(C)C(=O)N3CCc4ccccc43)CC2)c1C (stereo unspecified),-12,-5,-2,.,-1.9,7,6,.,-3,17
CCOC(=O)c1cccc(NC(=O)CSc2nnc(-c3cccnc3)n2CC)c1,-11,0,0,13,0.1,9,7,4,-1,-9
C=C1C[C@H]2[C@@H]3C=C(C)C4=CC(=O)CC[C@]4(C)[C@H]3CC[C@]2(C)[C@@]1(OC(C)=O)C(C)=O,.,1,.,12,-0.2,-32,-6,4,.,-23
COc1ccc(CCNC(=O)c2cc3c(=O)n4cccc(C)c4nc3s2)cc1OC,2,0,-3,18,0.3,27,1,-2,-2,0
Clc1ccccc1COc1ccc(/C=N/n2cnnc2)cc1,-1,-2,-50,13,-0.3,-13,16,-2,1,29
CC(=O)N=c1sc2nc3ccccc3nc2n1N(C(C)=O)C(C)=O,-2,1,-7,71,0.9,-23,7,0,-1,21
CC(C)CCNC(=O)c1onc(CSc2nc3ccccc3[nH]2)c1C(=O)NCCC(C)C,4,0,0,-1,-0.3,15,-4,1,0,-2
O=C(Nc1cccc(-c2cn3cccnc3n2)c1)c1ccc(Br)o1,4,0,-24,19,0.4,-50,5,4,6,9
CCNC(=S)N1N=C2c3ccccc3CCC2C1c1ccc(F)cc1 (stereo unspecified),0,-2,5,32,0.4,47,-1,-2,1,1
COc1ccc(OCCNC2CCCC2)cc1,0,-4,-34,26,0.2,-35,-3,0,-5,0
COc1ccc(N2C(=O)CC(S/C(N)=N/N=C/c3ccnc4ccccc34)C2=O)cc1 (stereo unspecified),-3,.,-23,11,.,8,.,-3,2,.
Cc1ccc2c(CN3CCN(Cc4ccc5c(c4)OCO5)CC3)cc(=O)oc2c1C,-2,-1,-31,11&16,.,-38,-5,2,-1,18
C=CCn1c(Sc2ncc([N+](=O)[O-])s2)n[nH]c1=O,11,1,-4,?,-5.7,-11,45,2,4,?
CCOC(=O)N1CCN(S(=O)(=O)c2ccc3c(c2)oc(=O)n3C)CC1,-1,1,-23,15,0.8,-25,-7,-3,0,1
O=C(c1ccccc1)N1CCN(C(=O)c2ccc3c(c2)OCCO3)CC1,-1,7,-15,25,-0.5,7,-4,0,0,9
S=c1[nH]nc(Nc2ccccc2Cl)s1,1,-4,-10,6,0.3,-12,-2,0,-1,1
Cc1cc(/C=C(\C#N)C(=O)NCc2ccccc2)cc(C)c1O,4,1,-6,14,0.4,-6,4,-1,1,8
CCC(C)(C)c1ccc(OCCCC[n+]2cccc(C)c2C)c(C(C)(C)CC)c1,22,19,41,10,-2.9,101*,-5,-11,8,-5
COc1cccc(NC(=O)c2cccnc2)c1,-1,3,-39,8,-3.6,-51,6,2,2,9
O=C(COc1ccc(Cl)cc1)N1CCN(Cc2ccc3c(c2)OCO3)CC1,-4,-3&-3,1,31,-0.6,-6,2,0,-1,6
COC(=O)c1ccc(/C=C/c2ccc3cccc(OC)c3n2)cc1,8,-2,-24,19,0.0,-97,5,0,-2,-4
O=C(/C=C/c1ccco1)NC(=S)Nc1ccc(N2CCOCC2)c(Cl)c1,-1,-1,-34,42,-0.6,14,-4,4,-2,-11
CC(Nc1ccccc1)C(=O)Nc1ccc(F)cc1 (stereo unspecified),0,-2,-25,5,-0.4,13,-14,3,6,-25
COc1ccc(C(=O)NC2CCCc3ccccc32)cc1S(=O)(=O)N1CCOCC1 (stereo unspecified),0,-1,-29,13,-0.8,-8,1,-2,2,7
O=C(COC(=O)/C=C/c1ccccc1)Nc1ccc(Cl)cn1,.,7,.,11,0.0,-6,4,1,.,10
COc1ccccc1CNC(=O)CCn1c(=O)sc2ccccc21,-5,0,-31,17,0.2,14,-7,1,-4,9
c1ccc(OCCOCCN2CCOCC2)cc1,-2,-4,-11,3,1.3,10,-5,-1,6,2
CC1(C)C([N+](=O)[O-])C(c2ccc(Cl)cc2)NC(c2ccc(Cl)cc2)C1[N+](=O)[O-] (stereo unspecified),-2,-3,-16,6,-0.4,12,2,-2,0,-1
O=C1c2cccc3c2[C@H](CCC3)CN1[C@@H]1CN2CCC1CC2,.,12,.,21,-0.2,37,-6,-3,.,-23
Cc1ccc(C)c(OCC(=O)Nc2c[nH]c(=O)[nH]c2=O)c1,-2,2,-3,8,0.8,81*,0,0,1,2
Cc1cc(C(F)F)n2ncc(C(=O)NCc3ccccc3)c2n1,-8,-3,-15,3,-0.6,40,-2,-2,-8,-16

The list goes on.
compound,IEC-6 tox,GSK3 alpha inh,KLF5 inh,AI-2 QS mod,HIF activator,aSyn UTR inh,HSF1 inh,GSK3B inh,HSP90 inh,HSF-1 act
COc1ccc2c(c1)c(=O)oc1cc(OCC(=O)N3CCCC(C)C3)ccc12 (stereo unspecified),2,-2,-20,25,0.0,22,6,1,0,21
C=CCn1c(C(CC(C)C)CC(C)O)n[nH]c1=S (stereo unspecified),-2,-7,-2,8,-0.3,15,-8,0,-2,1
Nc1nnc(CC(=O)N/N=C/c2ccc(-c3cccc(C(=O)O)c3)o2)s1,-12,7,-108,8,-0.3,-12,2,1,2,15
COCCNC(=S)N/N=C(\C)CCc1ccc2c(c1)OCO2,4,1,0,17,-0.1,11,-3,4,3,-13
O=C(COc1ccc2c(c1)OCO2)Nc1ccc(Cl)cn1,4,1,-86,0,2.0,-142,2,1,5,29
COc1cccc(C(=O)NCc2n[nH]c(=S)n2-c2cccc(C)c2)c1,4,0,0,31,.,22,-6,1,2,-2

Fetched by compound from above:
compound,IEC-6 tox,GSK3 alpha inh,KLF5 inh,AI-2 QS mod,HIF activator,aSyn UTR inh,HSF1 inh,GSK3B inh,HSP90 inh,HSF-1 act
C=CCn1c(C(CC(C)C)CC(C)O)n[nH]c1=S (stereo unspecified),-2,-7,-2,8,-0.3,15,-8,0,-2,1
COc1cccc(C(=O)NCc2n[nH]c(=S)n2-c2cccc(C)c2)c1,4,0,0,31,.,22,-6,1,2,-2
O=C(COc1ccc2c(c1)OCO2)Nc1ccc(Cl)cn1,4,1,-86,0,2.0,-142,2,1,5,29
COCCNC(=S)N/N=C(\C)CCc1ccc2c(c1)OCO2,4,1,0,17,-0.1,11,-3,4,3,-13
COc1ccc2c(c1)c(=O)oc1cc(OCC(=O)N3CCCC(C)C3)ccc12 (stereo unspecified),2,-2,-20,25,0.0,22,6,1,0,21
Nc1nnc(CC(=O)N/N=C/c2ccc(-c3cccc(C(=O)O)c3)o2)s1,-12,7,-108,8,-0.3,-12,2,1,2,15

Screening results: PubChem BioAssay, several laboratories
